# Wnt bcat act = activators of Wnt/beta-catenin signaling; Wnt/beta-catenin reporter cell assay, activator, plate reader; activation, % at 9.35 µM; actives 1.2% (n = 300,000); in the data active means activation above about 30%, passing the limit was not always enough;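 further: 0% = neutral control wells and 100% = positive control wells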
# V-ATPase pHluor = regulators of yeast V-ATPase proton transport; S. cerevisiae, pHLuorin cytosolic pH fluorescence; response, % at 10 µM; actives 0.37% (n = 350,000); AID 504577; in the data active means response mostly above about 7.3%, no sharp cut-off; inactive means mostly below about 5.4%; further: actives read high; inactives centre near 0; some compounds called inactive have numbers as strong as hits; reference of the scale not given here
# cardiac RTF act = increases calcium sensitivity of human cardiac regulated thin filaments | P19429+P45379 | IANBD-labeled TnC RTF fluorescence at EC20 calcium; 0% EC20 calcium, 100% full calcium | actives 0.24% (n = 340,000) | activation, % at 7.2 µM;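 active means activation above the mean over all tested compounds plus 3 SD, cut at about 30% in these data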;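 further: rise in fluorescence read as greater calcium sensitivity of cardiac thin filaments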
# Arr AP2 block = blocks beta-arrestin peptide binding to AP2 adaptin; actives 0.31% (n = 340,000); inhibition, % at 10 µM; FITC-arrestin peptide / GST-AP2 beads, flow cytometry; AP2 beta2 appendage carries R879A mutation;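 active means inhibition above a set limit, near 3 SD of compounds lacking own fluorescence, cut at about 54% in these data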;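 further: plate controls were DMSO wells for no effect and 5 µM unlabelled arrestin peptide for full effect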
#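 Assay system: GST-AP2 R879A bound to glutathione beads, E. coli-expressed; Medium: PBS with 0.05% Tween 20 and 0.1% BSA; Also added: fluorescein-tagged arrestin peptide at 50 nM final; Timing: 12 min plus 1 h, RT; Measured by: flow cytometry, FL1 (488/535 nm); Evaluation: percent drop in bead-associated FITC signal.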
# Keap1 Nrf2 FP = disrupts human Keap1 binding to Nrf2 peptide | Keap1 Kelch-Nrf2 peptide fluorescence polarization, 1536-well | inhibition, % at 9.4 µM | actives 0.15% (n = 340,000) | AID 504523; in the data active means inhibition above about 12%;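 further: human Keap1 Kelch domain with fluorescein labeled Nrf2 9mer peptide probe; 0% = neutral control wells and 100% = peptide positive control; higher means more block of Keap1 binding to Nrf2 peptide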
# Target sequence (Q14145 whole entry, looked up, the tested form may be a part): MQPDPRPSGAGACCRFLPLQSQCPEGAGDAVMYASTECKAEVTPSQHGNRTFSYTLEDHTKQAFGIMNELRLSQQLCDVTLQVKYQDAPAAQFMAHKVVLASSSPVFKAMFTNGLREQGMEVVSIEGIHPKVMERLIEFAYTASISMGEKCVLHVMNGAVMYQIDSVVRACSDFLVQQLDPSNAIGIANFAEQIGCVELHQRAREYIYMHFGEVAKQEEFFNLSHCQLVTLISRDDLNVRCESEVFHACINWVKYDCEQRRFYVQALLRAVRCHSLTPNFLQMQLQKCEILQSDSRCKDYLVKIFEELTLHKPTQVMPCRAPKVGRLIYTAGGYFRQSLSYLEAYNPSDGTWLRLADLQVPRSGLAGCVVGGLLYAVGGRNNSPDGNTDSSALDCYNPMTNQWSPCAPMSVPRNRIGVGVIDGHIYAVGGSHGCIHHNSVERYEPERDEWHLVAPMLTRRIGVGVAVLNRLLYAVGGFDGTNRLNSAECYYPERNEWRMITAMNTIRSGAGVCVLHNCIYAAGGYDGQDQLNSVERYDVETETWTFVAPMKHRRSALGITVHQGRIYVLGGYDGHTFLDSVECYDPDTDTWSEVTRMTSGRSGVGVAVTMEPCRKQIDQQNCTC
# Pemphigus Ab inh = inhibitors of pemphigus antibody binding to human desmoglein-3. P32926. DSG3-coupled beads, scFv-anti-DSG3-GFP binding, flow cytometry; stronger effect = lower value. binding (percent of control), % at 10 µM. actives 0.48% (n = 310,000). AID 588358;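 active means binding more than 3 SD below its plate's average and above zero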;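 further: hits lower antibody fragment binding to DSG3; some compounds called inactive have numbers as strong as hits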
# MOR-DOR inv ag = mu-delta opioid heterodimer inverse agonism; P35372+P41143; cell-based MOR-DOR heterodimer luminescence; inhibition, % at 9.3 µM; actives 0.21% (n = 340,000); AID 504357; in the data active means inhibition above about 22%, passing the limit was not always enough;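 further: 0% = cells with DMSO and 100% = wells without cells with DMSO; values of inactives mirror those of a sister screen read the other way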
# LANA DNA inh = inhibitors of KSHV LANA C-terminal domain DNA binding | MBP-C-LANA/FAM-LBS DNA binding, fluorescence polarization | inhibition, % at 9 µM | actives 0.078% (n = 340,000) | AID 504423;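 active means highest replicate inhibition at or above 60% at 9 µM, even if other replicates fall short; inactive means all replicates below 60% inhibition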;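 further: 0% = neutral control wells and 100% = 4 µM acridine orange control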
# OPRM1-OPRD1 ag = OPRM1-OPRD1 heterodimerization agonism; P35372+P41143; cells, luminescence; activation, % at 9.3 µM; actives 0.3% (n = 340,000); AID 504326; in the data active means activation above about 18%;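 further: 0% = vehicle-treated cells and 100% = reference agonist; values of inactives mirror those of a sister screen read the other way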
# Cardiac RTF inh = cardiac RTF calcium desensitization | P19429+P45379 | IANBD-labeled cardiac RTF, Ca2+ fluorescence | inhibition, % at 7.15 µM | actives 0.12% (n = 340,000) | AID 493244;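 active means inhibition above the mean inhibition of all tested compounds plus 3 SD, cut at about 17% in these data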;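 further: assay run at fixed EC70 calcium of 1.6 mM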
# An asterisk follows results filed as active; / = not tested or not shown.
SMILES,Wnt bcat act,V-ATPase pHluor,cardiac RTF act,Arr AP2 block,Keap1 Nrf2 FP,Pemphigus Ab inh,MOR-DOR inv ag,LANA DNA inh,OPRM1-OPRD1 ag,Cardiac RTF inh
COc1ccc2oc3cc(C)[n+]([O-])c(-c4ccc(C)cc4)c3c2c1,-6,0,4,-2,-2,109,-1,-2.1,0.1,1
O=C(COc1ccc(Br)cc1)Nc1nc(-c2cccnc2)cs1,-1,-2,-1,3,0,99,-12,2.3,2.1,8
On1c(-c2ccccc2)nc2ccccc21,8,0,-1,19,-2,103,17,-11,-3.2,1
Cc1cccc(C)c1OCc1nnc(NC(=O)CSc2ccc(Cl)cc2)s1,0,-5,6,14,-1,115,11,1.4,-2.1,-14
N=C1/C(=C/c2ccc(-c3cccc(C(=O)O)c3)o2)C(=O)N=C2SC=C(c3ccccc3)N12,14,4,-7,-2,-9,56,6,12,-0.9,-7
CCC(NC(=O)c1ccccc1NC(=O)c1ccccc1)C(=O)NNC(=O)CSc1nc2ccccc2o1 (centres undefined),10,-1,-2,11,-2,88,0,-0.2,0.1,3
Fc1ccc(CSc2nnc3ccccn23)c(Cl)c1,8,5,6,12,-2,119,7,-0.7,-1.4,-7
O=c1[nH][nH]c(-c2ccccc2O)c1C(C[N+](=O)[O-])c1cccc(Cl)c1 (centres undefined),-1,-2,4,-1,-4,101,12,0.3,-2.4,-20
Cc1cc(NC(=O)CSCC(=O)N2CCN(c3ccccc3)CC2)no1,-2,1,-7,-9,0,93,11,1.3,-2.2,10
COc1ccc(CN(C)C(=O)c2ccc(NS(=O)(=O)c3ccc4[nH]c(=O)[nH]c4c3)cc2)c(OC)c1OC,-3,4,0,21,0,99,15,-1.7,-2.9,-4
Fc1cccc(NC(=S)NCC(c2cccnc2)N2CCOCC2)c1 (centres undefined),/,3,9,-8,-5,97,4,-0.5,-0.7,-3
CCc1nc2oc3cc(OC)ccc3c(=O)c2c(=O)n1Cc1ccco1,-1,5,-6,3,2,/,19,-1.5,-3.0,6
COc1ccc(OC)c(C2SCCN2S(=O)(=O)c2cccc(C(F)(F)F)c2)c1 (centres undefined),/,3,0,3,-1,98,-18,-0.7,3.0,-8
Cc1ccccc1C(=O)c1cn[nH]c1-c1ccccc1O,3,-2,6,-1,-2,99,5,1.7,-1.2,-4
CCOc1ccccc1NC(=O)NC1(C(=O)NCc2cccnc2)CCCCC1,-3,0,1,38,4,/,-2,-0.2,0.2,-13
CCN(CC)CCC#CC(O)(c1ccccc1)C1CCCCC1 (centres undefined),-2,1,3,5,-3,97,2,-0.3,-0.3,-13
Cc1ccccc1-c1cc(C(=O)NCc2cccc(C(F)(F)F)c2)n(CC2CC(c3cccnc3)=NO2)n1 (centres undefined),-5,1,8,26,-4,106,-10,-0.5,1.7,-19
CC(=O)Nc1ccc(NC(=O)c2ccccc2CCc2ccccc2)cc1,-1,-1,1,17,4,97,12,0.2,-2.5,-10
COc1cccc(N2C(=O)C3CCCN3C2c2cccs2)c1 (centres undefined),3,4,-3,0,-5,103,9,1.5,-1.2,-8
COC(=O)c1cc(OC)c(OC)cc1NC(=S)NC(=O)c1ccco1,-1,0,-1,6,4,97,16,1.0,-3.0,1

# Some of these compounds in order of length of the SMILES, descending.
SMILES,Wnt bcat act,V-ATPase pHluor,cardiac RTF act,Arr AP2 block,Keap1 Nrf2 FP,Pemphigus Ab inh,MOR-DOR inv ag,LANA DNA inh,OPRM1-OPRD1 ag,Cardiac RTF inh
CCOc1ccccc1NC(=O)NC1(C(=O)NCc2cccnc2)CCCCC1,-3,0,1,38,4,/,-2,-0.2,0.2,-13
COc1cccc(N2C(=O)C3CCCN3C2c2cccs2)c1 (centres undefined),3,4,-3,0,-5,103,9,1.5,-1.2,-8
CCN(CC)CCC#CC(O)(c1ccccc1)C1CCCCC1 (centres undefined),-2,1,3,5,-3,97,2,-0.3,-0.3,-13

# Continued:
SMILES,Wnt bcat act,V-ATPase pHluor,cardiac RTF act,Arr AP2 block,Keap1 Nrf2 FP,Pemphigus Ab inh,MOR-DOR inv ag,LANA DNA inh,OPRM1-OPRD1 ag,Cardiac RTF inh
CCOC(CNC(=O)C(=O)NCC(c1ccco1)N1CCN(c2ccc(OC)cc2)CC1)OCC (centres undefined),2,1,8,9,-5,81,7,-1.6,-1.3,-16
COCCOC1CCN(Cc2cn(Cc3ccccc3)nc2-c2cc3ccccc3o2)CC1,1,1,2,43,-3,92,10,-3.2,-1.9,-5
CCNc1nc(NCC)nc(Oc2ccc(OCC)nn2)n1,/,-2,2,1,-2,91,10,2.3,-1.8,9
COC(=O)c1c(C)[nH]c(C)c1-c1ccc(C)cc1,/,0,8,-7,7,106,-2,-1.6,0.3,-34
COc1ccc(NC(=O)C(=O)NNC(=O)COc2ccc(Cl)cc2)c(OC)c1,-1,0,1,13,0,99,24,-0.6,-4.7,-4
O=C(CC1C(=O)NCCN1Cc1cccc(C(F)(F)F)c1)NC1CCOCC1 (centres undefined),5,0,0,9,-5,108,14,0.5,-2.5,-4
CN1CCc2c(OCC(=O)N3CCC(Cc4ccccc4)CC3)cccc2C1=O,-3,1,2,6,-7,112,-3,-0.7,0.6,4
Cc1c(-n2cc(C(=O)c3cc(Cl)ccc3O)cc(C#N)c2=O)c(=O)n(-c2ccccc2)n1C,-1,0,2,22,-3,98,10,0.3,-2.0,-9
CC1(C)N=C(N)N=C(N)N1c1ccccc1,-2,0,3,-6,1,110,13,0.1,-3.1,3
COCCNC(=O)CN(C(=O)CCC(=O)Nc1cc(C)on1)c1ccccc1C,5,1,-7,23,2,104,17,-0.6,-2.7,13
CCOC(=O)c1nn(-c2ccc(C)cc2)cc1C(=O)c1ccccc1,/,-3,-1,26,3,103,9,-1.8,-2.0,-3
O=C(CSc1nnc(-c2ccncc2)n1-c1ccc(Cl)cc1)NCc1cccs1,-3,1,4,-9,1,94,18,0.4,-3.0,5
C#CCn1cc[n+](CC(=O)N(C)C)c1,2,-2,-2,7,-10,88,9,-0.2,-1.6,-9
O=C(O)c1cc2c(ccc3ccccc32)oc1=O,-1,5,3,5,0,96,5,-0.9,-0.9,-4
O=C(CCc1ccccc1)NNC(=O)COc1ccc(Br)cc1,3,2,-2,-9,1,/,16,1.5,-3.0,-9
O=C(Nc1cccc(S(=O)(=O)C(F)F)c1)c1ccc(S(=O)(=O)N2CCOCC2)cc1,-3,1,5,-1,5,/,10,-0.6,-2.5,-6
Clc1cc(Cl)cc(CSc2nnc(-c3sccc3-n3cccc3)o2)c1,-2,3,-8,-6,0,/,4,0.5,-1.0,0
COc1cccc(O)c1CN1CCCC(C(=O)c2cccc(C(F)(F)F)c2)C1 (centres undefined),-2,-1,2,-14,-3,95,-44,1.3,8.0,-2
O=C(Cn1cc([N+](=O)[O-])cn1)NCc1ccco1,0,0,2,11,-2,97,12,1.5,-2.4,-3
CCn1c(SCC(=O)Nc2ccc(NC(C)=O)cc2)nc2c1c(=O)n(C)c(=O)n2C,-4,3,0,53,6,105,1,-0.8,-0.2,0
CCOC(=O)c1cnn(-c2ncnc3sc(CC)cc23)c1N,/,3,5,40,-1,103,11,0.0,-1.8,6
COc1ccccc1CNC(=O)C1CCN(C(=O)N(C)C)CC1,/,7,1,5,0,105,-4,0.1,0.7,-4
C/C(=N\NC(=O)c1cc(C)[nH]n1)c1ccc(-c2ccccc2)cc1,4,-4,-5,0,-3,/,16,0.5,-2.5,-8
Cc1onc(-c2c(F)cccc2Cl)c1C(=O)Nc1nccs1,-8,4,1,9,-4,88,-3,0.2,0.5,6
O=C(COc1ccccc1)N(Cc1ccco1)c1ccc(O)cc1,/,-2,-1,-9,2,108,9,-0.4,-2.1,-1
CCOC(CNc1ncnc2c1cnn2C)OCC,1,-2,8,28,-1,111,14,-0.2,-2.9,-10
COc1cc(/C=N/NS(=O)(=O)c2ccc3ccccc3c2)ccc1OCc1ccc(C(=O)O)cc1,9,0,-2,6,0,95,5,0.1,-1.1,-4
CC(=O)c1c(O)cc(C)n(-c2ccc(F)cc2)c1=O,-5,3,-6,3,-2,81,12,-0.4,-1.9,-29
COc1ccc(-c2c(C)nn(-c3ccccc3)c2N)cc1OC,/,-1,-2,48,-3,102,19,0.4,-3.3,6
Cc1occc1C(=O)NNS(=O)(=O)c1ccc(Cl)cc1,/,0,-5,-10,1,78,10,-0.8,-2.0,-7
O=C(COC(=O)C1CCC1)Nc1ccc(OC(F)F)cc1,/,0,3,-4,-1,97,8,-1.1,-1.5,-1
COCCSc1ccccc1C(=O)Nc1cccnc1,/,-1,-4,-6,-8,92,0,1.8,-0.1,-9
CCCCn1nnc(NC(=O)c2ccc(-c3cccc(Cl)c3)o2)n1,/,/,-3,6,-2,104,-31,-1.8,5.8,-7
CCc1nnc(NC(=O)CSCc2cc(=O)n3ccsc3n2)s1,-2,-8,4,26,1,101,14,-1.9,-2.9,-2
Cc1cc(C)c2c(n1)nn1c(N3CCN(c4ccccc4C)CC3)cc(C)nc21,4,-1,3,-10,-2,104,4,-1.2,-0.7,-3
COc1ccc(NC(=O)c2cc([N+](=O)[O-])ccc2O)cc1,-4,-1,4,40,2,99,3,-0.4,-0.7,-1
Cc1ccc(OCC(=O)NNC(=O)c2ccccc2OCc2c(C)noc2C)cc1,-1,0,-2,1,-5,101,13,-0.1,-2.4,-5
CC12CCC(O)CC1=CCC1C2CCC2(C)C1CCC21CCC(=O)O1 (centres undefined),-1,4,-1,11,7,94,-4,1.3,0.8,5
CC(=O)Nc1ccc(NC(=O)C(C)OC(=O)c2cc(S(=O)(=O)N3CCOCC3)ccc2Cl)cc1 (centres undefined),-4,-2,-3,-11,-8,106,-16,1.0,2.6,1
COCCCNC(=O)c1ccc2c(c1)nc(C)n2-c1cccc(C)c1,-2,-1,-3,9,2,108,4,1.0,-0.9,-5
CCN(CC)S(=O)(=O)c1cccc(NC(=O)CSc2nnc(N)s2)c1,-1,1,-1,33,0,94,7,-1.3,-1.4,11
O=[N+]([O-])c1cccc(-c2nc(-c3ccccc3)no2)c1,/,-3,-2,-19,-1,102,7,-0.7,-1.4,6
N#Cc1ccc(Cl)cc1NC(=O)CNCc1cccs1,1,-1,-1,2,0,82,16,-0.5,-3.0,-4
COc1ccc(S(=O)(=O)N2CCCOC2CNC(=O)C(=O)NCCc2ccco2)cc1 (centres undefined),-3,-4,-8,40,4,101,3,-2.7,-0.4,-3
COc1ccc(N(CC(=O)NC2CCCCC2)C(=O)CNC(=O)c2cccs2)cc1,5,-1,-5,24,-2,/,-4,-0.4,0.6,-18
COc1ccc(-c2nnc(SCC(=O)N3CCCc4ccccc43)o2)cc1OC,/,11,7,7,-2,98,-25,2.1,4.5,2
CCC(CC)C(=O)c1c[nH]c(C(=O)NCc2ccncc2)c1,-2,5,-1,21,0,96,4,1.6,-0.9,2
CN(CC(=O)Nc1ccccc1C(F)(F)F)C(=O)CSc1nc(N)cc(N)n1,-3,-2,-2,-13,-3,/,13,0.3,-3.2,0

# Screens (PubChem)
